Source: PubChem (National Center for Advancing Translational Sciences (NCATS))
Abeta rescue – A-beta toxicity reversal in yeast; yeast expressing A-beta42, growth rescue, OD600, 48 h; response scale: 0% DMSO, 100% iron-clioquinol control; Potency, µM (titrated, usually from 46.1 µM), without a hit: top-dose growth rescue, hits mostly activators; 410,000 tested, 0.063% active; AID 1347071; also: potency is read from the fitted curve at half-maximal effect; nearly all actives have a fitted effect of over 55% in size
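Yeast growth medium received pinned compounds, then yeast cells expressing toxic A-beta were added; plates incubated at 30 C for 48 hr. Growth read as absorbance at 600 nm, normalized to DMSO and equimolar FeCl3 plus clioquinol controls.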
FUS yeast rescue – FUS proteinopathy suppression in yeast. AID 1347120. S. cerevisiae FUS-expressing, growth rescue, OD600, 24 h. Potency, µM (highest dose often 76.6 µM), inactives show at the highest dose growth rescue (activation), hits mostly activators. 390,000 tested, 0.24% active;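 also: potency is read from the fitted curve at half-maximal effect; plate controls were DMSO vehicle for no effect and reference control for full effect; nearly all actives have a fitted effect of over 55% in size; some results filed as inactive show a strong effect at the top dose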
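Quantitative HTS measuring growth restoration of FUS-toxic yeast. Galactose-induced cells (OD 0.005) were exposed 24hr at 30C to compounds at several concentrations, then absorbance at 600 nm was recorded.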
MmCpn inh – M. maripaludis TRiC chaperonin inhibition. purified Mm-Cpn ATPase, ADP Transcreener TR-FRET. Potency, µM (series often up to 76.9 µM), for inactives: top-dose activity, negative = inhibition, usual class: inhibitors. 330,000 tested, 0.031% active. AID 504842; also: potency is read from the fitted curve at half-maximal effect; % is scaled to controls: 0 for no effect and ±100 for the full control effect; nearly all actives have a fitted effect of over 80% in size
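Purified archaeal chaperonin (25 nM final) was preincubated with compound for 10 min at 37°C, then ATP (10 uM final) was added for 30 min at 37°C in Tris pH 7.4/KCl/MgCl2/DTT buffer. ADP was quantified by HTRF Transcreener TR-FRET.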
TDP43 rescue – inhibitors of TDP-43 toxicity in yeast; TDP-43 expressing yeast growth rescue, BacTiter-Glo, 24 h; Potency, µM (titrated, usually from 46.1 µM), for inactives: at the highest dose growth rescue (activation), usual class: activators; 410,000 tested, 1.8% active; AID 652104; also: potency is read from the fitted curve at half-maximal effect; % of control where 0% means no effect; nearly all actives have a fitted effect of over 50% in size
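Yeast expressing TDP-43 (pregrown in raffinose, seeded at OD600=0.02 in galactose medium) exposed to compounds 24 hr at 30 deg C. Growth read by BacTiter-Glo luminescence; rescue of toxicity appears as increased signal.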
pAkt inh – inhibitors of Akt phosphorylation | AID 651550 | 360,000 tested, 0.32% active | Neuro2A IGF-stimulated pAkt S473 HTRF, 20 min; hits give low values | activity change, % for hits at 50 µM; in the data active = activity change below about -80%; inconclusive = mostly about -51% to -80%; also: % is scaled to controls: 0 for no effect and ±100 for the full control effect
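Single-point screen (50 µM final compound) in Neuro2A cells stimulated 20 min with 6 nM IGF at 37 deg C. After lysis, Ser473-phosphorylated Akt read by HTRF (ex 330 nm, em 615/665 nm) as the 665/615 ratio.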
GLP-1R inv ag – inverse agonists of human GLP-1 receptor | Potency, µM (highest dose often 38.3 µM), inactives show top-dose activity change, negative = inhibition, hits mostly inhibitors | 410,000 tested, 1.6% active | HEK293 GLP-1R CRE-luciferase, luminescence, 24 h; GLP-1R form is constitutively active | P43220 | AID 624417; also: potency is read from the fitted curve at half-maximal effect; % is scaled to controls: 0 for no effect and ±100 for the full control effect; nearly all actives have a fitted effect of over 55% in size
Target sequence (P43220 whole entry, looked up): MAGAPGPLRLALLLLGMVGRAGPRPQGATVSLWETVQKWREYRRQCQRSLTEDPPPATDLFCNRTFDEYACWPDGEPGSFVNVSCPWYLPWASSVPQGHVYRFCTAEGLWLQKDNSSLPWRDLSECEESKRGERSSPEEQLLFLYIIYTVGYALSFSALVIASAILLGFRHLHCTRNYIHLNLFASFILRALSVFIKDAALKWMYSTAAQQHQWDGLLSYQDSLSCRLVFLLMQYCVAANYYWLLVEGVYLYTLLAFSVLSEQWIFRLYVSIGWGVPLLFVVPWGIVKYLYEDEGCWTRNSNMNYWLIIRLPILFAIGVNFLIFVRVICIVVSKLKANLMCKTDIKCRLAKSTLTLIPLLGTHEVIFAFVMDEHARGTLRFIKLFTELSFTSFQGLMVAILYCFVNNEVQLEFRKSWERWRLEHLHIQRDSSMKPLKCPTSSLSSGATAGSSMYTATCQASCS
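Assay principle: reduced luminescence from a cAMP-responsive reporter in HEK293 cells co-expressing a constitutively active GLP-1R. Conditions: 24 hr compound incubation, 37 deg C, 5% CO2.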
aSyn yeast inh – rescues yeast growth from alpha-synuclein toxicity | 370,000 tested, 0.14% active | Potency, µM (highest dose often 46.1 µM), for inactives: at the top dose growth rescue (activation), most hits filed as activators | AID 652106 | Yeast expressing alpha-synuclein, growth rescue, BacTiter-Glo, 24 h; also: potency is read from the fitted curve at half-maximal effect; % of control where 0% means no effect; nearly all actives have a fitted effect of over 65% in size
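Readout is rescue of growth in alpha-synuclein-expressing yeast, so inhibitors of toxicity appear as activators. Growth after 24 hr at 30 deg C in galactose medium is quantified by luminescence.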
HEK293 tox – cytotoxic in the GLP-1 receptor inverse agonist counter-screen | Potency, µM (top dose mostly 38.3 µM), without a hit: at the top dose activity change, negative = inhibition, most hits filed as inhibitors | HEK293 cAMP-luciferase reporter cells, luminescence, 24 h | AID 624418 | 410,000 tested, 0.13% active;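 also: loss of luciferase light is scored as toxicity; potency is read from the fitted curve at half-maximal effect; % is scaled to controls: 0 for no effect and ±100 for the full control effect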
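Compound-treated cells are incubated 24 hr at 37 deg C under 5% CO2 after a 12 hour attachment period, then luciferase detection reagent is added and luminescence is measured following 12 min at room temperature; lowered signal indicates toxicity.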
PTHR1 agonist – PTHR1 (human) receptor agonism. AID 743266. HEK293 GP2 PTHR1 cells, GloSensor cAMP luminescence, 1 h. Q03431. Potency, µM (titrated, usually from 115 µM), for the others: at the top dose activation, most hits filed as activators. 410,000 tested, 0.075% active; also: potency is read from the fitted curve at half-maximal effect; nearly all actives have a fitted effect of over 55% in size; some results filed as inactive show a strong effect at the top dose; inactives centre near -15; many of its hits are not listed in these tables
Target sequence (Q03431 whole entry, looked up): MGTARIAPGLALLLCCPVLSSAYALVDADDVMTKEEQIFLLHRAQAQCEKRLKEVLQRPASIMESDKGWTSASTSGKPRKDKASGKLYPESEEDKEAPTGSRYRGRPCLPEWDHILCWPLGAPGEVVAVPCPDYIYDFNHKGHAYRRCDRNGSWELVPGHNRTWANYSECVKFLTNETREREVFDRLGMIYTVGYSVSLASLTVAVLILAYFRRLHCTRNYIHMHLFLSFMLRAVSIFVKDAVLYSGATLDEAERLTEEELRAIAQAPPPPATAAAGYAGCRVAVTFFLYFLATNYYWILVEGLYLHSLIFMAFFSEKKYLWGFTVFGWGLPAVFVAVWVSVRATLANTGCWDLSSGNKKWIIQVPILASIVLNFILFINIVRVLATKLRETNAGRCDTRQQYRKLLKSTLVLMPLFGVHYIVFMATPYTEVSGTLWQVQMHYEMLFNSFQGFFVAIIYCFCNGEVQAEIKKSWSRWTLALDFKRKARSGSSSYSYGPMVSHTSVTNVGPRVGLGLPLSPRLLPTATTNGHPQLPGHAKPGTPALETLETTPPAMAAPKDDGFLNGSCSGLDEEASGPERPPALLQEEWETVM
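HEK-293-derived GP2 cells expressing PTHR1 and a GloSensor cAMP reporter, 3,000/well, plated overnight, given luciferin plus IBMX (each 0.5 mM as added) for 1 h at 37 °C, then compound for 1 h at 37 °C. Luminescence was read after 15 min at room temperature.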
* hit, by the source's call; i = inactive; u = inconclusive; x = not tested or not shown; & = joins results of further samples; [ ] = dose if it differs, or a comment. Unless noted, calls follow the shape of the dose curve; as a rule, active = well fitted curve in the direction sought with a large enough effect; inconclusive = small, poorly fitted or top-dose-only effect, or another doubt; inactive = no such curve, though single readings can be large; an effect the other way counts as inactive or inconclusive. Some of the compounds tested. The share of hits here may be higher or lower than overall.

The opening 2 entries, to show the layout:
SMILES	Abeta rescue	FUS yeast rescue	MmCpn inh	TDP43 rescue	pAkt inh	GLP-1R inv ag	aSyn yeast inh	HEK293 tox	PTHR1 agonist
CCOC(=O)CC1CCCCN1Cc1nc(-c2ccc(F)c(OC)c2)oc1C (configuration not stated)	-7%	5%	0%	-11%[0.397 µM]	i	u	0%	-15%	-7%
O=C(NC(=S)Nc1ccccc1C(=O)O)c1ccc(-c2ccc(Br)cc2)o1	-3%	u	-22%	26%	i	0%	15%	3%	-20%

The listing, repeating the preview:
SMILES	Abeta rescue	FUS yeast rescue	MmCpn inh	TDP43 rescue	pAkt inh	GLP-1R inv ag	aSyn yeast inh	HEK293 tox	PTHR1 agonist
CCOC(=O)CC1CCCCN1Cc1nc(-c2ccc(F)c(OC)c2)oc1C (configuration not stated)	-7%	5%	0%	-11%[0.397 µM]	i	u	0%	-15%	-7%
O=C(NC(=S)Nc1ccccc1C(=O)O)c1ccc(-c2ccc(Br)cc2)o1	-3%	u	-22%	26%	i	0%	15%	3%	-20%
O=C(Nc1cccc(S(=O)(=O)N2CCCCC2)c1)C1CCCC1	8%	6%	u	12%	i	-20%	5%	1%	-38%[inhibitor]
N#CCC(=O)Nc1sc2c(c1C(N)=O)CCCC2	-16%	28%	0%	7%	i	12%	-5%	-12%	-24%
Cc1cccc(/C=N/NC(=O)Cc2cccs2)c1	3%	12%	2%	-4%[1.82 µM]	i	1%	1%	11%	i
COc1ccc(N2C(=O)CCC(C(=O)N3CCCCCC3)C2c2ccc(OC)c(OC)c2)cc1 (configuration not stated)	2%	10%	-6%	2%	i	0%	1%	-16%	i
CCOC(=O)N1CCN(C(=O)C2CCN(S(=O)(=O)c3ccc(F)cc3)CC2)CC1	-12%	1%	2%	-6%	i	7%	0%	5%	i
COc1cccc(NC(=O)NC2CCCCC2C)c1 (configuration not stated)	3%	-1%	-2%	-15%[0.397 µM]	i	u	-1%	-21%	21%
Cc1cc(-c2n[nH]c(=S)n2/N=C/c2c[nH]c3ccccc23)n[nH]1	-8%	-18%	0%	16%	i	33%[activator]	-1%	-14%	-24%
Fc1ccc(-c2nc3c(Cl)cc(C(F)(F)F)cn3c2Cc2cccc(Cl)c2)cc1	-17%	4%	x	-32%	i	-1%	5%	3%	-9%
CC(CCc1ccccc1)NCc1cccc2ccccc12 (configuration not stated)	2%	-5%	1%	6%	i	u	2%	3%	-1%
COc1ccc(CCN2CCCC(CN(C)Cc3cc(OC)ccc3OC)C2)cc1 (configuration not stated)	-5%	-35%	3%	-10%	i	u	0%	-5%	-8%
COc1ccc(N(CC(=O)N/N=C/c2ccc(-c3ccc([N+](=O)[O-])cc3)o2)S(=O)(=O)c2ccc(C)cc2)cc1Cl	-8%	x	0%	8%	i	0%	7%	41%[activator]	i
COc1ccc(OCCn2c(NC(=O)c3ccc(OC)cc3)nc3ccccc32)cc1	-14%	12%	x	14%	x	9%	x	5%	-11%
COc1ccc(CCNC(=O)CNC(=O)N2CC(=O)Nc3ccccc32)cc1OC	10%	-7%	x	15%	i	2%	0%	5%	i
Nc1nnc(-c2ccncc2)s1	8%	-2%	0%	21%	i	0%	0%	-8%	-7%[57.5 µM]
CC(C)Cc1nnc(NC(=O)c2ccc3c(c2)NC(=O)C(C)S3)s1 (configuration not stated)	-5%	-1%	0%	-11%	i	-2%	2%	-5%	i
Cc1c(C(=O)N2CCc3ccccc3C2)sc2nc(-c3ccccc3)cn12	-17%	u	-1%	u	i	-17%	-11%	-12%	i
COc1ccc(OC)c(/C=N/NC(=O)c2cc[n+](Cc3ccccc3)cc2)c1	-12%	24%	0%	-33%[inhibitor]	i	4%	5%	11%	16%
Cc1ccccc1S(=O)(=O)NC1OC(=O)C(Cl)=C1Cl (configuration not stated)	-6%	x	1%	14%	i	0%	7%	-7%	-13%
COc1ccc(OC)c(C2=NOC(C(=O)Nc3ccc4c(c3)OCCO4)C2)c1 (configuration not stated)	3%	9%	3%	8%	i	42%[activator]	8%	-5%	-1%
COc1cc2nc(SCc3ccc(Cl)cc3Cl)n(Cc3cccs3)c(=N)c2cc1OC	-7%	32%	u	25µM*	i	-7%	0%	-9%	i
COc1ccc(CCN2CC(C(=O)NCCCn3nc(C)cc3C)CCC2=O)cc1 (configuration not stated)	3%	1%	-3%	5%	i	-1%	4%	-1%	u
C=CCN(CC=C)CCOc1cccc(Oc2ccccc2)c1	-2%	-20%	1%	6%	i	u	8%	0%	-28%
N#C/C(=C\c1ccc(OCc2ccc(Br)cc2)cc1)C(=O)Nc1cccc(C(=O)O)c1	-22%	23%	1%	6%	i	-1%	0%	7%	-17%

New compounds follow
SMILES	Abeta rescue	FUS yeast rescue	MmCpn inh	TDP43 rescue	pAkt inh	GLP-1R inv ag	aSyn yeast inh	HEK293 tox	PTHR1 agonist
COc1ccc(C(=O)Nc2cccc(-c3nnc(-c4ccco4)o3)c2)cc1	-17%	28%	1%	16µM*	i	u	-18%	u	-54%
Cn1c(=S)c2[nH]c(SCCN)nc2n(C)c1=O	-60%[inhibitor]	-1%	x	22%	i	u	6%	3.2µM*	-13%
CCN(CC)C(=O)CSc1nnc(-c2cc3ccccc3cc2O)n1CC	-7%	31%	0%	1%	i	-11%	-3%	-18%	i
N#Cc1ccc(CSc2ccc(S(=O)(=O)N3CCCCCC3)cn2)cc1	20%	17%	1%	u	i	u	5%	4%	-36%[inhibitor]
O=C(CSc1nnc(CNc2ccc(F)cc2)o1)N1c2ccccc2Sc2ccccc21	25%	55%	0%	-8%	i	-8%	19%	-7%	i
COc1ccc(Cc2nnc(SCc3nc4ccccc4c(=O)[nH]3)o2)cc1	10%	-30%	-3%	-10%	i	15%	-2%	0%	i
COc1cccc(NS(=O)(=O)c2ccc3c(c2)[C@H]2C=CC[C@H]2[C@@H](c2ccccc2Cl)N3)c1	7%	u	x	17%[9.22 µM]	x	u	x	-5%	-18%
CCN1C(=O)CC(c2ccccc2)CC1=O	-12%	-16%	1%	-20%	i	5%	-2%	9%	-13%
CCOc1ccc(NC(=O)C(CC)n2nc(C)c3c(C)n(-c4ccccc4)nc3c2=O)cc1 (configuration not stated)	9%&-15%	9%&-1%	-2%	20%&27%	i	u	4%	-11%&22%	-1%&-11%
Cc1nc(-c2cccc(Cl)c2)n[nH]1	-4%	-22%	1%	22%	i	17%	-15%	-4%	-49%[inhibitor]
CCOc1c(Br)cc(C(=O)Nc2cccc(S(=O)(=O)N3CCOCC3)c2)cc1OC	0%	38%	x	-5%	i	u	-4%	-22%	i
COc1ccccc1NC(=O)CN1C(=O)COc2ccc(S(=O)(=O)N3CCOCC3)cc21	-8%	7%	-1%	-11%	i	4%	-5%	-7%	i
CN(C)c1ccc(NC(=O)Cn2cc(S(=O)(=O)Cc3cccc(Cl)c3)c3ccccc32)cc1	-1%	17%	x	20%	x	-19%	x	-4%	i
CCOC(=O)N1CCN(Cc2cn[nH]c2-c2cc3ccccc3o2)CC1	6%	-1%	-1%	0%	i	15%	-2%	2%	-10%
Cc1nc(NCC2CCCO2)[nH]c(=O)c1CCC(C)C (configuration not stated)	-14%	10%	0%	-10%	i	-15%	0%	-5%	-30%[57.5 µM]
O=C(Nc1ccccc1C(=O)N1CCCC1)C1CCN(c2ncccn2)CC1	7%	29%	-1%	-7%	i	6%	-1%	4%	-25%[57.5 µM]
CN1C[C@@H](CO)O[C@@H](n2cnc3c(N4CCN(CCO)CC4)ncnc32)C1	-13%	-36%	x	19%	i	-7%	1%	0%	-2%
CC(C)O/C(=N/S(=O)(=O)c1ccc(Cl)cc1)c1ccccc1	10%	-4%	x	-8%	i	9%	-4%	2%	i
COc1ccccc1N1CCN(C(=O)c2cc3c(=O)n4cccc(C)c4nc3s2)CC1	-6%	15%	0%	u	i	6%	9%	9%	11%
CCCn1c(=S)[nH]c2cc(C(=O)N3CCN(c4ccccc4)CC3)ccc2c1=O	8%	-26%	x	18%	i	12%	1%	1%	-40%[inhibitor]
Cc1noc(C)c1COc1ccccc1C(=O)N1CCN(S(=O)(=O)c2ccccc2C#N)CC1	5%	x	x	15%	i	14%	-6%	6%	-10%
COCCNC(=O)c1cc(-c2ccc(Cl)c(Cl)c2)on1	-12%	-33%	1%	24%	i	-11%	3%	6%	-24%
Cc1cc([N+](=O)[O-])cc2c1NC(=O)C2(O)N1CCOCC1 (configuration not stated)	3%	11%	-3%	4%	i	-1%	-6%	-16%	i
O=C1ON=C(c2ccccc2)/C1=C/c1cccnc1	-5%	-17%	-1%	-12%	i	9%	-5%	5%	u
O=C(CNC1CCCCCC1)Nc1ccccc1N1CCOCC1	18%	-5%	0%	8%	i	7%	2%	0%	-22%
O=C(COC(=O)/C=C/c1ccc([N+](=O)[O-])cc1)NC(c1ccccc1)c1ccccc1	-1%	x	-12%	7%	i	4%	4%	-25%	i
COc1cc(/C=N/NC(N)=O)ccc1OC(=O)c1ccco1	4%	14%	1%	-12%[1.82 µM]	i	7%	3%	3%	i
CC(C)CN(C(=O)COC(=O)CSc1ccccc1F)c1c(N)n(Cc2ccccc2)c(=O)[nH]c1=O	-4%	24%	2%	13%	i	-2%	9%	13%	i
Cc1ccc(-c2nnn(CC(=O)NC3CC4CCC3C4)n2)cc1 (configuration not stated)	5%	-15%	0%	3%	i	u	1%	4%	-5%[57.5 µM]
Cc1ccc(SC2CC(=O)N(c3ccc4c(c3)OCCO4)C2=O)cc1 (configuration not stated)	13%	5%	-1%	16%	i	-14%	22%	-4%	-8%
